Screening results (PubChem)
GLS inhibitor = glutaminase GLS (human) inhibition; actives 0.21% (n = 410,000); AID 624170; GLS enzymatic activity, qHTS titration; Potency, µM (titrated, usually from 45.5 µM), without a hit: at the top dose activity change, negative = inhibition, most hits filed as inhibitors; O94925
Target sequence (O94925 whole entry, looked up): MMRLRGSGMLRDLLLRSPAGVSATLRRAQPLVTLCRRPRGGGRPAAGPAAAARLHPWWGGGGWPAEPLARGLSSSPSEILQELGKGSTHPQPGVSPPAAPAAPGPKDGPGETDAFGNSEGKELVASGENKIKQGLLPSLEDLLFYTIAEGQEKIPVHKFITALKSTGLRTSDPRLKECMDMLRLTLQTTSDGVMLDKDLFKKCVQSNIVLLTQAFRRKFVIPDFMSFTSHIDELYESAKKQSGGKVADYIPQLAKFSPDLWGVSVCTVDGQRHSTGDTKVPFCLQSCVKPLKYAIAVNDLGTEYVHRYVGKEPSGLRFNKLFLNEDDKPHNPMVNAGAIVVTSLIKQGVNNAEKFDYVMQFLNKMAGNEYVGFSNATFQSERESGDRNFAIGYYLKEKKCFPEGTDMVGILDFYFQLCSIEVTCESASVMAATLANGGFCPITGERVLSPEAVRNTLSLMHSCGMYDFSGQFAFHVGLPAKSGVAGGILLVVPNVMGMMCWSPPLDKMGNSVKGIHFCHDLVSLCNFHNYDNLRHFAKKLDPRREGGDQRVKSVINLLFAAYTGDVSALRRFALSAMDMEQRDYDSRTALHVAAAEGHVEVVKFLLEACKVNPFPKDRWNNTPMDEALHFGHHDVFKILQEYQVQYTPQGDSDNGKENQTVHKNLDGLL
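Glutamate formation by hKGA was monitored fluorometrically using coupled glutamate oxidase, HRP and Amplex Red. Substrate was added as 1 mM L-glutamine solution; incubation was 30 min at RT after an initial read.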
Tb PGK inh = inhibitors of T. brucei phosphoglycerate kinase. PGK/GAPDH coupled, Kinase-Glo luminescence, 60 min. Potency, µM (top dose mostly 57.5 µM), without a hit: top-dose activity change, negative = inhibition, usual class: inhibitors. P07378. actives 0.043% (n = 380,000); also: nearly all actives have a fitted effect of over 60% in size
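Luminescent ATP detection (Kinase-Glo Plus) follows a 60-minute room-temperature incubation, with wells lacking PGK as controls. Buffer: 100 mM TEA (pH 7.6), 5 mM MgCl2, 0.01% Tween-20. Coupling enzyme GAPDH (100 nM final) supplies unstable 1,3-BPG in-well.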
Numbers without * were called inactive; i = inactive; ? = inconclusive; [ ] = dose if it differs, or a comment. Calls follow the shape of the dose curve; as a rule, active = well fitted curve in the direction sought with a large enough effect; inconclusive = small, poorly fitted or top-dose-only effect, or another doubt; inactive = no such curve, though single readings can be large; an effect the other way counts as inactive or inconclusive. % is scaled to controls: 0 for no effect and ±100 for the full control effect; potency is read from the fitted curve at half-maximal effect. Only part of the results is shown, so the mix of outcomes need not match the whole.

Every second line gives: GLS inhibitor	Tb PGK inh
> C[C@H](CO)N1C[C@H](C)[C@@H](CN(C)S(=O)(=O)c2ccc(Oc3ccccc3)cc2)OCc2cn(nn2)CCCC1=O
→ -9.0%	-0.6%
> C#CCn1cc2c(c1-c1ccccc1)c(=O)n(C)c(=O)n2C
→ 1.2%	10.0%
> Nc1ccn([C@@H]2O[C@H](CNCc3cnc(N4CCOCC4)nc3)[C@@H](O)[C@H]2O)c(=O)n1
→ -2.2%	-2.8%
> COc1ccc(-c2ccc(SCC(=O)NC3CCCC3)nn2)cc1
→ 4.3%	-0.5%
> CCOC(=O)N(C)C[C@@H]1OCc2cnnn2CCCC(=O)N([C@@H](C)CO)C[C@@H]1C
→ -3.7%	-9.0%
> Cc1ccc(NC(=O)CSCC(=O)N(C)CC(=O)Nc2c(C)cccc2C)cc1
→ 7.2%	-6.2%
> CCOc1ccccc1C(=O)NC(C(=O)OCC(=O)NNC(=O)c1cccs1)C(C)C (configuration not stated)
→ 2.7%	i
> O=C(CN1C(=O)c2ccccc2C1=O)NC1CCS(=O)(=O)C1 (configuration not stated)
→ -3.1%	-3.8%
> O=C(COc1ccc(S(=O)(=O)N2CCOCC2)cc1Cl)NCc1ccc2c(c1)OCO2
→ 4.2%	-1.1%
> CCCN(CC(=O)Nc1ccccc1C)C(=O)C1CCN(S(=O)(=O)c2ccc(C)c(C)c2)CC1
→ 1.2%	i
> O=C1[C@H]2[C@@H](c3ccc(C(F)(F)F)cc3)N[C@]3(CCCN(Cc4ccccc4)C3=O)[C@H]2C(=O)N1Cc1ccccc1
→ 15.5%	8.3%
> COc1ccc(S(=O)(=O)N2CCC(C(=O)N[C@@H](C)C(=O)NCc3cccnc3)CC2)cc1
→ -1.4%	-6.1%
> COc1ncnc2c1ncn2CCCN1CCN(c2ncccn2)CC1
→ -1.6%	i
> COc1ccc(Cl)cc1NC(=O)CN(C)C(=O)c1cn(-c2ccccc2)nc1-c1cccs1
→ 0.5%	-4.0%
> O=C(COC(=O)/C=C/c1ccc2ccccc2n1)NNC(=O)c1ccccc1
→ -7.4%	-3.0%
> Cc1ccc2nc3n(c(=O)c2c1)-c1cc2ccccc2cc1C(=O)NC3Cc1ccccc1 (configuration not stated)
→ -0.3%	-4.8%
> Cc1ccc(CN2CCC[C@]3(N[C@H](c4ccc(C(F)(F)F)cc4)[C@@H]4C(=O)N(C)C(=O)[C@@H]43)C2=O)cc1
→ 11.3%	3.9%
> CN(Cc1ccc(Cl)cc1Cl)C(=O)Cc1ccc(S(=O)(=O)N2CCOCC2)s1
→ 0.8%	3.4%
> Cc1nc(NC(=O)C(C)(C)C)sc1-c1csc(N)n1
→ -4.5%	-7.4%
> O=C(COC(=O)c1ccc(S(=O)(=O)N2CCCCC2)cc1)NC1CCCCC1
→ -1.7%	4.9%

The list goes on, overlapping the part above by three compounds.
Every second line gives: GLS inhibitor	Tb PGK inh
> CN(Cc1ccc(Cl)cc1Cl)C(=O)Cc1ccc(S(=O)(=O)N2CCOCC2)s1
→ 0.8%	3.4%
> Cc1nc(NC(=O)C(C)(C)C)sc1-c1csc(N)n1
→ -4.5%	-7.4%
> O=C(COC(=O)c1ccc(S(=O)(=O)N2CCCCC2)cc1)NC1CCCCC1
→ -1.7%	4.9%
> C[C@@H]1CN([C@@H](C)CO)C(=O)c2cc(Br)cnc2O[C@H]1CN(C)Cc1ccccc1C(=O)O
→ 2.7%	-7.8%
> C[C@H]1CN([C@@H](C)CO)C(=O)CCCn2cc(nn2)CO[C@@H]1CN(C)S(=O)(=O)c1cccc(F)c1
→ -2.3%	-9.1%
> O=C(Nc1oc2ccccc2c(=O)c1-c1ccccc1)c1ccco1
→ 1.6%	-9.5%
> O=C(NC(=S)Nc1cccc(O)c1)C12CC3CC(CC(C3)C1)C2
→ 18.1%	-3.6%
> CCN(CC)C(=O)C1=C(C)N(Cc2ccccc2)C(=O)C(CC(=O)NCc2cccc3ccccc23)C1 (configuration not stated)
→ -2.5%	-5.8%
> CCOc1ccccc1C(=O)NCC(=O)NNC(=O)c1csc(N2CCOCC2)n1
→ 4.4%	-7.1%
> CCCC1NC(=O)c2cccnc2-n2c1nc1cc(F)c(F)cc1c2=O (configuration not stated)
→ -0.8%	7.0%
> CC1(c2ccc(Cl)cc2)NC(=O)N(CC(=O)N2CCN(C(=O)c3cccs3)CC2)C1=O (configuration not stated)
→ -12.6%	-4.9%
> CCCN(CC(=O)Nc1ccccc1C)C(=O)c1cc2ccccc2oc1=O
→ -1.7%	-10.1%
> O=C(NC1CC1)c1ccccc1
→ -6.6%	-5.7%
> CN(Cc1ccccc1)C(=O)c1[nH]cnc1C(=O)Nc1ccccc1F
→ -0.1%	-0.1%
> COc1ccc(NC(=O)C[C@H]2C(=O)N(c3ccccc3)C[C@@H]2C)cc1
→ -3.4%	-6.3%
> CC(=O)N1CCc2c(sc(NC(=O)c3ccc([N+](=O)[O-])o3)c2C(N)=O)C1
→ 15.8%	-4.4%
> CCOC(=O)C1C(C(=O)OCC)C(C)(C)C1N(C)C (configuration not stated)
→ -3.9%	5.8%
> COc1ccc(S(=O)(=O)Nc2ccc3c(c2)C(=O)N([C@H](C)CO)C[C@H](C)[C@@H](CN(C)C(=O)Nc2c(C)noc2C)OCCCC[C@H](C)O3)cc1
→ 4.5%	i
> O=C(NCC(c1ccco1)N1CCCC1)c1cccc(S(=O)(=O)N2CCCCC2)c1 (configuration not stated)
→ -1.0%	i
> C[C@H]1CN([C@@H](C)CO)C(=O)CCCn2cc(nn2)CO[C@@H]1CN(C)C(=O)Nc1ccc(N2CCN(C)CC2)cc1
→ -4.2%	-9.8%
> O=C(C[C@@H]1C[C@H]2c3cc(NC(=O)c4cccnc4)ccc3O[C@H]2[C@H](CO)O1)NCc1ccc(Oc2ccccc2)cc1
→ -4.3%	-8.4%
> Cc1cc(C2=CC(=O)C[C@H](c3ccc(F)cc3)C2)ccc1F
→ -0.7%	-3.2%
> O=C(Nc1ccn(CCCNCC2CCCCC2)c(=O)n1)OCc1ccccc1
→ 1.0%	-4.0%

(continued)
mol | GLS inhibitor | Tb PGK inh
COc1cccc(CN(C)C[C@@H]2OCc3cnnn3CCCC(=O)N([C@H](C)CO)C[C@H]2C)c1 | 4.3% | 0.8%
CC(C)OC(=O)N(C)C[C@@H]1OCc2cnnn2CCCC(=O)N([C@H](C)CO)C[C@H]1C | 11.1% | 8.8%
COc1ccc([C@H]2C[C@H](O)[C@@H](n3cc(COC(=O)c4ccccc4)nn3)CN2C(=O)C2CCCCC2)cc1 | -5.5% | -1.5%
CCOC(=O)C1C(=O)CC(=O)C(C(=O)OCC)C1c1ccc(O)cc1 (configuration not stated) | 0.8% | -1.2%
O=C1CC(=O)Nc2ccccc2N1 | 3.4% | -7.4%
COc1ccccc1S(=O)(=O)N(C)C[C@H]1OCc2cn(nn2)CCCC(=O)N([C@@H](C)CO)C[C@@H]1C | -1.2% | 4.6%
O=C1C(=C(c2ccccc2)N2CCOCC2)Cc2ccccc21 | 1.3% | -10.0%
CCCCCCNC(=O)O[C@H]1CN(C(=O)OC(C)C)N(C(=O)OC(C)C)[C@@H]2CN(S(=O)(=O)c3ccc(C)cc3)C[C@]12O | -4.2% | -2.8%
COc1cccc(/C=C/C(=O)OCC(=O)N2c3ccccc3CC2C)c1 (configuration not stated) | 0.5% | 5.6%
C[C@H]1CN([C@@H](C)CO)C(=O)CCCn2nncc2CO[C@@H]1CN(C)C(=O)c1ccc(N2CCN(C)CC2)cc1 | 0.8% | i
CCC(C)N(C(=O)COC(=O)c1ccc(N)c([N+](=O)[O-])c1)C1CCS(=O)(=O)C1 (configuration not stated) | -1.0% | 7.5%
CCN(CC)C(=O)C1=C(C)N(Cc2ccc(C(C)(C)C)cc2)C(=O)C(CC(=O)NCc2cccs2)C1 (configuration not stated) | -1.0% | i
CCCCCCN1C[C@H](n2cc(COC(=O)c3ccccc3)nn2)[C@@H](O)C[C@@H]1c1ccccc1 | -1.5% | i
COc1ccc(-c2ccc(CN3C(CC(C)C)C(=O)N(Cc4cn(Cc5ccco5)nn4)CCS3(=O)=O)cc2)cc1OC (configuration not stated) | 0.0% | -11.0%
O=C(NCCOc1ccccc1)c1cccc(S(=O)(=O)N2CCN(Cc3ccccc3)CC2)c1 | -0.6% | -9.7%
CC(=O)c1ccc(S(=O)(=O)Nc2ccc(C(=O)NCC(c3ccco3)N3CCCC3)cc2)cc1 (configuration not stated) | 4.7% | 3.8%
COc1ccc(NC(=O)CCNC(=O)N2CC(=O)Nc3ccccc32)cc1OC | -6.8% | i
CC(C)CC1C(=O)N(Cc2cn(CCC3OCCO3)nn2)CCS(=O)(=O)N1Cc1ccc(-c2ccncc2)cc1 (configuration not stated) | -1.9% | i
COCCCN1C(=O)C(CC(=O)NC2CCCCC2)CC(C(=O)N(C)C)=C1C (configuration not stated) | -10.3% | -2.5%
COCCN(C(=O)COC(=O)CSc1cc(C)ccc1C)c1c(N)n(Cc2ccccc2)c(=O)[nH]c1=O | -0.4% | i
Cc1ccccc1NC(=O)COC(=O)c1ccc(C)c(S(=O)(=O)N2CCCCC2)c1 | 9.6% | 1.1%
Cc1noc(C)c1C(=O)N(C)C[C@@H]1OCc2ccccc2-c2c(n(C)c3ccccc23)C(=O)N([C@H](C)CO)C[C@H]1C | -0.2% | -0.1%
Cn1nc(N)c2ncc(-c3ccc(Cl)cc3)nc21 | 14.9% | 2.5%
C[C@@H]1CN([C@H](C)CO)C(=O)CCCn2nncc2CO[C@@H]1CN(C)C(=O)OCc1ccccc1 | -3.5% | -3.1%
O=C(OCc1cn([C@H]2CN(Cc3cccs3)[C@@H](c3ccccc3)C[C@@H]2O)nn1)c1ccccc1 | 9.8% | -9.9%
CCOC(=O)c1c(C)nc(C)c(C(=O)OCC)c1-c1cccc([N+](=O)[O-])c1 | -0.9% | i
CCc1ccc(/C=C2\SC(=S)N(CCCC(=O)NCCCN3CCOCC3)C2=O)cc1 | -9.6% | i
C[C@@H]1CN([C@@H](C)CO)C(=O)c2cc(Br)cnc2O[C@H]1CN(C)C(=O)c1cccc(F)c1 | -4.8% | 4.2%
C[C@@H]1CN([C@H](C)CO)C(=O)c2c(c3ccccc3n2C)-c2ccccc2CO[C@H]1CN(C)C(=O)Nc1ccccc1 | -0.7% | i
C#CCN(C[C@@H]1[C@@H](OC(=O)NCc2ccco2)[C@@H](OC(=O)NCc2ccco2)CN(C(=O)OC(C)C)N1C(=O)OC(C)C)S(=O)(=O)c1ccc(C)cc1 | -16.0% | i
CCCCN1C(=O)C(CC(=O)NCCN2CCOCC2)CC(C(=O)N(C)C)=C1C (configuration not stated) | 5.8% | 0.7%
COc1ccc(C(C#N)CC(=O)c2ccc(OC)c(OCc3ccccc3)c2)cc1OC (configuration not stated) | -4.8% | 1.0%
O=C(O)C1=C(C(=O)O)C2CCC1C2 | -5.1% | ?
O=C1CC[C@@H](C(=O)N2CSC[C@@H]2C(=O)Nc2cccc(C(F)(F)F)c2)N1 | -3.2% | -0.6%
NC(=O)c1csc(CCNC(=O)c2ccccc2)n1 | -0.8% | -10.1%
O=S(=O)(N=C1C=CC(=NS(=O)(=O)c2ccccc2)c2ccccc21)c1ccccc1 | 50.9%[activator] | -13.0%

Single records, from the list above. Order of screens: GLS inhibitor | Tb PGK inh
Listed for `O=C1CC[C@@H](C(=O)N2CSC[C@@H]2C(=O)Nc2cccc(C(F)(F)F)c2)N1` = -3.2% | -0.6%
Listed for `CCc1ccc(/C=C2\SC(=S)N(CCCC(=O)NCCCN3CCOCC3)C2=O)cc1` = -9.6% | i

(more compounds)
mol | GLS inhibitor | Tb PGK inh
COc1ccc(CN2CCC[C@]3(N[C@H](c4ccc(OC)cc4)[C@@H]4C(=O)N(C)C(=O)[C@@H]43)C2=O)cc1 | 2.7% | i
O=C(NC1CCCCC1)N(c1ccccc1)c1nnc(-c2cccc([N+](=O)[O-])c2)s1 | -1.7% | -5.4%
O=C(CSc1ncccn1)NC1CCCC1 | -0.1% | -7.1%
COc1ccc(CN2CCC[C@]3(N[C@H](c4ccccc4)[C@@H]4C(=O)N(Cc5ccccc5)C(=O)[C@@H]43)C2=O)cc1 | 0.2% | -9.2%
Cc1noc(C)c1S(=O)(=O)N(C)C[C@@H]1OCc2cnnn2CCCC(=O)N([C@@H](C)CO)C[C@H]1C | -2.2% | 4.6%
O=C(NCC1CCCN1S(=O)(=O)c1cccs1)C(=O)Nc1ccccc1F (configuration not stated) | 2.2% | 3.0%
COc1ccc(CCC(=O)O)c(C(CC(=O)O)C(=O)O)c1OS(=O)(=O)c1ccc(C)cc1 (configuration not stated) | 24.8% | 4.5%
CC(=O)Nc1ccc(NC(=O)CSc2nc(=O)n(CCCN3CCOCC3)c3c2CCC3)cc1 | -1.8% | -1.9%
COc1ccc(NC(=O)N(C)C[C@H]2OCc3cnnn3CCCC(=O)N([C@H](C)CO)C[C@@H]2C)cc1 | 6.7% | 1.0%
COCC(C)NC(=O)C1CC(=O)N(CCc2ccc(F)cc2)C1 (configuration not stated) | 1.9% | -8.4%
O=C(CSc1nc(=O)n(CCN2CCOCC2)c2c1CCCC2)Nc1ccccc1Cl | -2.3% | i
Cc1ccc(S(=O)(=O)N2C[C@H]3C(=O)C[C@@H](c4ccc(Cl)cc4)N(S(=O)(=O)c4ccccc4C)[C@H]3C[C@H]2c2ccc(Cl)cc2)cc1 | -2.4% | -6.1%
